RGS4 inhibitor – Inhibitors of Regulator of G Protein Signaling (RGS) 4: qHTS; Regulator of G-protein signaling 4 (Homo sapiens), P49798; Transcreener GDP fluorescence polarization, RGS4-accelerated GTP hydrolysis; Potency, µM (top dose mostly 114 µM), for the others: at the highest dose activity change, negative = inhibition, usual class: inhibitors; 0.039% of 390,000 active; AID 504845, 2011; further: potency means the concentration at half of the fitted maximal effect; on the % scale 0 is the no-effect control and ±100 the full control effect; nearly all actives have a fitted effect of over 75% in size; some results filed as inactive show a strong effect at the top dose
Target sequence (P49798 whole entry, looked up): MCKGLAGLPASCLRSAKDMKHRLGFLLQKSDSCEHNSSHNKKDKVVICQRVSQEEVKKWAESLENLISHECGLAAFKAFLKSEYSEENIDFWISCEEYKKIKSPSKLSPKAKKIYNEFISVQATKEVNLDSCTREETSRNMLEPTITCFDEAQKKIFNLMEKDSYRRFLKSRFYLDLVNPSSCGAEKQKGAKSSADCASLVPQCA
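MLSMR compounds (23 nl, pin-transferred) preincubated 10 min at room temperature with a 500nM (2x) first reagent, then RGS4 at 900nM (2x) plus Transcreener GDP mix added; fluorescence polarization (620/688 nm) read before and after 90 min at 30 °C.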
LDHA inh – qHTS assay for inhibitors of human lactate dehydrogenase. purified LDHA, NADH/diaphorase-resazurin fluorescence; active compounds read low. activity change, % (values are at about 110 or 230 µM). 0.15% of 480,000 active. AID 1347041, 2019; in the data active means activity change below about -30%; inconclusive means mostly about -25% to -30%;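 further: plate controls were DMSO wells for no effect and wells without enzyme for full effect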
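Remaining NADH was detected by diaphorase (0.133 mg/mL) converting 37 µM resazurin to fluorescent resorufin, read at 0 and 20 minutes. The preceding 5-minute room-temperature reaction used 2 nM LDHA, 0.2 mM sodium pyruvate and 0.06 mM NADH at pH 7.4.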
12-LOX inh – Primary qHTS assay for inhibitors of human arachidonate 12S-lipoxygenase (ALOX12): Round 2; 1.1% of 580,000 active; Potency, µM (highest dose often 108 µM), for the others: at the top dose activity change, negative = inhibition, actives largely listed as inhibitors; Polyunsaturated fatty acid lipoxygenase ALOX12 (Homo sapiens), P18054; AID 1671190, 2021; purified 12hLO, xylenol orange hydroperoxide absorbance; further: potency means the concentration at half of the fitted maximal effect; on the % scale 0 is the no-effect control and ±100 the full control effect
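Purified human 12hLO at 150 nM in 25 mM Hepes, 0.01% Triton X-100, pH 7.0, preincubated 15 min at room temperature with compound. Reaction started with 40 uM arachidonic acid, 30 min at room temperature. Hydroperoxide measured by Fe-xylenol orange, 573/405 nm absorbance ratio.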
Glioma ERSR ind – qHTS for Inducers of the Endoplasmic Reticulum Stress Response (ERSR) in Human Glioma: qHTS; U87-MG GRP78 promoter luciferase reporter, 16 h; Potency, µM, inactives show top-dose activation, most hits filed as activators; 0.02% of 420,000 active; further: potency means the concentration at half of the fitted maximal effect; series mostly up to about 76 µM; % of control where 0% means no effect; nearly all actives have a fitted effect of over 35% in size
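Stably transfected U87-MG glioma cells carrying a GRP78-based luciferase sensor; 16 h compound incubation. Luminescence end-point read 10 min after Bright-Glo addition at room temperature.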
ERG Ets-DNA blk – qHTS for Small Molecule Inhibitors of the ERG Ets/DNA interaction | fluorescence polarization, His-ERG Ets domain / labelled DNA | Potency, µM (titrated, usually from 76.9 µM), without a hit: at the top dose FP activity, negative = inhibition, hits mostly inhibitors | 0.028% of 370,000 active; active means well fitted inhibition curve with a large enough effect in the polarisation, with a control signal flat; inconclusive means small, poorly fitted or top-dose-only effect, or effect the other way, or a change in a side signal; inactive means no such curve, though single readings can be large or run the other way; the % refers to the polarisation;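 further: polarization taken with two DNA probes labelled with fluorescein and Texas red; potency means the concentration at half of the fitted maximal effect; % of control where 0% means no effect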
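His-tagged ERG Ets domain (1 uM in the protein solution; 300mM KCl, 50mM Tris-HCl, 1mM EDTA, 1mM DTT, pH 7.5) received compound, then a probe mix of 5 nM fluorescein-DNA and 100nM Texas-615-DNA. Fluorescence polarization was read for both dyes.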
D2 antag – HTS Assay for Allosteric Antagonists of the Human D2 Dopamine Receptor: Primary Screen for Antagonists; 2% of 340,000 active; inhibition, % at 10 µM; HEK293 TREx D2 cells, calcium flux, dopamine EC80; AID 485344, 2010; D(2) dopamine receptor (Homo sapiens), P14416; in the data active means inhibition above about 30%; further: 0% is about no effect
Target sequence (P14416 whole entry, looked up): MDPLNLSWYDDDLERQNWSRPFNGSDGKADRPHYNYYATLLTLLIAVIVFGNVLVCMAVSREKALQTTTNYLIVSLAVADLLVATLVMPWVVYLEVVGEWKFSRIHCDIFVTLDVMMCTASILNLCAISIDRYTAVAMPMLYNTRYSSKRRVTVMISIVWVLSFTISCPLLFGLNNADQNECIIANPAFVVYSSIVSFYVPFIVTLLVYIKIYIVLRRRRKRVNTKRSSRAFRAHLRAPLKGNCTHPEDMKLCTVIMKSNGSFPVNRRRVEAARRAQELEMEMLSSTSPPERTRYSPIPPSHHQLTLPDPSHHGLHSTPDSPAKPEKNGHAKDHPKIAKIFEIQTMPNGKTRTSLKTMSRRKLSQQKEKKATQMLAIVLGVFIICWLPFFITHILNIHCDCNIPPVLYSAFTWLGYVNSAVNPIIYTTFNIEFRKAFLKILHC
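Calcium mobilization kinetics were recorded at 1 s intervals in tetracycline-induced HEK293 T-REx D2 cells, first for 180 s after compound addition and then 180 s after EC80 dopamine.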
Vif-APOBEC3F blk – qHTS for Inhibitors of Vif-A3F Interactions: qHTS. HeLa A3F-eYFP + Vif (tagged APOBEC3F with the HIV-1 protein that degrades it), YFP fluorescence increase. Potency, µM (top dose mostly 46.1 µM), inactives show top-dose activity, negative = active. 0.2% of 390,000 active; further: potency means the concentration at half of the fitted maximal effect; % of control where 0% means no effect; nearly all actives have a fitted effect of over 65% in size
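HeLa cells stably expressing Vif plus C-terminally eYFP-tagged A3F were seeded, incubated overnight at 37 deg C, dosed with compound, incubated overnight again at 37 deg C. Yellow fluorescence (Ex 488/Em 500-530) reported blocked Vif-mediated A3F-eYFP degradation.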
Vif-A3G inh – qHTS for Inhibitors of Vif-A3G Interactions: qHTS; DNA dC->dU-editing enzyme APOBEC-3G (Homo sapiens), Q9HC16; HeLa A3G-eYFP + Vif (tagged APOBEC3G with the HIV-1 protein that degrades it), YFP fluorescence, overnight; Potency, µM (highest dose often 46.1 µM), for inactives: at the highest dose activity, negative = active, most hits filed as inhibitors; 0.076% of 410,000 active;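 further: potency means the concentration at half of the fitted maximal effect; on the % scale 0 is the no-effect control and ±100 the full control effect; nearly all actives have a fitted effect of over 60% in size; hits raise eYFP signal because A3G escapes Vif-driven loss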
Target sequence (Q9HC16 whole entry, looked up): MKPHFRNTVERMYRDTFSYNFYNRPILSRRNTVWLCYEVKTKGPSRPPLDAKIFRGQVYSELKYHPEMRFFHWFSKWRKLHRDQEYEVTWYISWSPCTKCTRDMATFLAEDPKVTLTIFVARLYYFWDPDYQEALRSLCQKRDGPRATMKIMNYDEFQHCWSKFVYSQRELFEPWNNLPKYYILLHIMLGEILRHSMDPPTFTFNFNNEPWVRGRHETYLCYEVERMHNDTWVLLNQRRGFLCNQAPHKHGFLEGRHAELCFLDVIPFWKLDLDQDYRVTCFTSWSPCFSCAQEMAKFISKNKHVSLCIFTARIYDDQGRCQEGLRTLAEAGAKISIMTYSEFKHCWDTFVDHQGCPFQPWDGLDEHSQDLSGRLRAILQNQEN
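Read-out is eYFP fluorescence (Ex 488/Em 500-530) from Vif-expressing HeLa A3G-eYFP cells; more signal means A3G escaped Vif-mediated degradation. Cells plated overnight, compound pinned in, incubated overnight at 37 deg C.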
D2 agonist – HTS Assay for Allosteric Agonists of the Human D2 Dopamine Receptor: Primary Screen for Agonists; D(2) dopamine receptor (Homo sapiens), P14416; HEK293 T-REx D2 cells, calcium flux agonist mode; activation, % at 2 µM; 0.53% of 340,000 active; AID 485358, 2010;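 active means activation over 3 SD above normal in the single-dose calcium agonist read, cut at about 30% in these data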; further: 0% is about no effect
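Tetracycline-induced HEK293 T-REx cells with force-coupled D2 receptor, plated overnight at 30 C, loaded with no-wash calcium dye. After a 10 s baseline, compound was pin-added and calcium flux read kinetically for 180 s; calcium rises flagged agonists.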
* marks the source's active call; other numbers are inactive results; ? = inconclusive; · = not tested or not shown; [ ] = another dose, or the depositor's remark. Unless noted, the call rests on the fitted dose curve; in most records, active means well fitted curve in the direction sought with a large enough effect; inconclusive means small, poorly fitted or top-dose-only effect, or another doubt; inactive means no such curve, though single readings can be large; an effect the other way counts as inactive or inconclusive. An excerpt; rates above refer to the full screens.

| No. | smiles | RGS4 inhibitor | 12-LOX inh | Vif-APOBEC3F blk | D2 agonist | Vif-A3G inh | D2 antag | Glioma ERSR ind | LDHA inh | ERG Ets-DNA blk |
| --- | --- | --- | --- | --- | --- | --- | --- | --- | --- | --- |
| 1 | COc1ccc2cc(C)c3nnc(SCC(=O)Nc4nc(-c5ccccc5)cs4)n3c2c1 | 11.1% | 0.3% | 0.2% | -0.8 | -1.5% | -7.9 | -2.5% | -17.8 | -3.4% |
| 2 | COc1ccc2c(c1)C(C)=CC(C)(C)N2S(=O)(=O)c1ccc(Br)cc1 | 4.1% | 1.8% | -0.7% | -0.4 | ? | 1.3 | -5.2% | 1.7 | ? |
| 3 | O=C1C(=O)N(Cc2cccnc2)C(c2ccccn2)/C1=C(/O)c1ccc(Br)cc1 (centres undefined) | 5.9% | ? | -4.2% | 0.3 | -6.0% | -12.4 | -6.0% | 2.1 | -6.8% |
| 4 | CC(=O)N1CC(C)Sc2ccc(S(=O)(=O)NC3CCCCC3C)cc21 (centres undefined) | -23.8%[56.9 µM] | -5.9% | 0.6% | 0.3 | 4.9% | 17.7 | -3.8% | -1.6 | 10.0% |
| 5 | Cc1cc([N+](=O)[O-])nn1CC(=O)Nc1ccccn1 | ? | -1.7% | -2.7% | · | -0.2% | · | -1.0% | -5.1 | 3.4% |
| 6 | Cc1cc(C)c(CC(=O)c2ccccc2)c(C)c1 | -12.2% | ? | 8.7% | · | -4.3% | · | -2.4% | -4.0 | 1.4% |
| 7 | O=Nc1onc(-c2ccc([N+](=O)[O-])cc2)c1NO | 0.2% | -14.9% | ? | 12.9 | -5.9% | -14.9 | -4.5% | 1.0 | 4.0% |
| 8 | C[C@@H]1CN([C@@H](C)CO)C(=O)CCCn2nncc2CO[C@H]1CN(C)S(=O)(=O)c1cn(C)cn1 | · | 0.0% | -1.4% | · | 4.1% | · | -6.5% | 1.3 | · |
| 9 | O=C(CS(=O)(=O)Cc1ccccc1)N1CCN(c2ccccc2F)CC1 | 9.9% | 4.4% | 4.6% | 3.5 | -3.9% | 1.5 | 2.4% | -3.4 | -9.7% |
| 10 | COc1ccc(-c2nnc(-c3ccc(F)cc3)o2)cc1 | 3.9% | 22.7% | -0.4% | 0.3 | 0.0% | 1.6 | -1.7% | 0.0 | 2.7% |
| 11 | CC1CC(C)CN(C(CCc2ccccc2)C(=O)NC2CCCCC2)C1 (centres undefined) | · | -14.6% | · | · | 0.9% | · | -2.4% | -3.7 | · |
| 12 | O=C(O)CCC(=O)N(Cc1cccnc1)Cc1cccc(F)c1 | -25.2% | 4.2% | -7.8% | 1.6 | -0.6% | 15.2 | -5.9% | -4.3 | -2.9% |
| 13 | CCc1ccc(NC(=O)C/C(C)=N/NC(=O)COc2ccccc2C)cc1 | 2.9% | -17.8% | 11.3% | 0.0 | -13.4% | 39.6* | 0.3% | -6.3 | 3.7% |
| 14 | Cc1ccc(C(=O)OCC(=O)Nc2ccc(F)c(Cl)c2)o1 | 4.0% | ? | -8.1% | 0.1 | 0.8% | 5.9 | -2.6% | -2.4 | 0.3% |
| 15 | O=C(/C=C/c1ccco1)Nc1ccccc1N1CCCCC1 | -38.3% | 0.7% | -16.9% | 3.4 | -6.8% | -6.4 | 0.8% | -0.2 | 9.2% |
| 16 | COc1ccccc1NC(=O)C1CCCN1S(=O)(=O)c1cccc2nsnc12 (centres undefined) | 23.5% | · | 9.8% | 0.4 | 3.4% | 8.5 | -3.2% | -2.9 | -6.4% |
| 17 | CCn1c(=O)[nH]c(=O)c2c(N)c(C(=O)c3ccccc3OC)sc21 | 0.9% | -17.3% | 0.1% | 13.7 | -4.1% | -13.9 | -2.9% | -8.8 | 4.8% |
| 18 | CC(C)COP(=O)(OCC(C)C)C(Nc1ccccc1)c1ccc(F)cc1 (centres undefined) | -17.4% | -16.9% | -2.2% | 0.3 | -6.2% | -3.8 | -5.2% | 1.9 | -3.4% |
| 19 | O=C(N/C(=C/c1ccc(Cl)cc1)C(=O)N1CCCCC1)c1ccco1 | -16.9% | -11.7% | 2.2% | 2.1 | -6.1% | 0.4 | -4.2% | 4.1 | 13.2% |
| 20 | CCOc1cc(N2CCOCC2)c(OCC)cc1NC(=O)C(C)(C)C | -14.2% | 3.9% | -0.9% | 1.4 | -3.0% | 19.8 | -2.2% | 1.5 | 3.0% |
| 21 | Cc1[nH]c(=O)[nH]c(=O)c1NS(=O)(=O)c1ccccc1 | 8.9% | -4.8% | 1.4% | · | -1.4% | · | -4.1% | -3.2 | -6.0% |
| 22 | Cc1ncc(N=Nc2ccccc2Cl)c(-c2ccccc2)n1 | ? | 7.5% | -9.2% | 0.3 | -16.5% | 14.6 | -4.8% | -5.0 | -3.4% |
| 23 | COc1cccc(-c2cc3nc4c(c(N5CCC6(CC5)OCCO6)n3n2)CCC4)c1 | -25.4% | -12.7% | 0.4% | -0.8 | -0.5% | 7.6 | 3.1% | 1.3 | 0.9% |
| 24 | Clc1nc(Oc2ccccc2)nc(-c2cn(-c3ccccc3)c3ccccc23)n1 | 4.1% | 0.0% | 10.6% | -1.1 | -5.0% | -10.9 | -1.6% | -5.0 | -16.5% |
| 25 | CS(=O)(=O)Nc1ccc(-c2cccc3nccn23)cc1 | · | -26.1% | · | · | -2.7% | · | -3.4% | -7.4 | · |
| 26 | CC(C)Oc1ccc(Nc2ncnc3ccccc23)cc1 | -13.7% | -22.7% | -7.6% | -0.2 | -0.2% | 2.5 | -0.3% | -8.8 | -1.2% |
| 27 | COc1cccc(-c2nn3c(=O)cc(CN4CCN(S(=O)(=O)c5ccc(C)cc5)CC4)nc3s2)c1 | -16.6% | 0.6% | -8.4% | 1.5 | 3.5% | · | -1.4% | 5.4 | 6.5% |
| 28 | COc1ccc(Oc2nccc(-c3ccccc3)c2C#N)cc1 | -15.1% | 130.9%[activator] | -7.6% | -0.1 | -6.1% | -1.1 | 4.7% | -0.1 | 0.0% |
| 29 | CCCC(=O)c1ccc(N2CCN(C(=O)OCC)CC2)c(F)c1 | -6.0% | -1.9% | 1.3% | -0.3 | 1.2% | 4.6 | 6.5% | -5.7 | · |
| 30 | Clc1cccc(CNCCCSc2nnnn2-c2ccccc2)c1 | 12.9% | 5.0% | 2.2% | · | 2.3% | · | -0.3% | -9.7 | -1.1% |
| 31 | Cc1ccc(C)c(NS(=O)(=O)c2ccc(OCC(=O)NCc3ccccn3)cc2)c1 | -15.6% | -0.2% | -4.6% | 0.0 | -7.0% | -18.2 | -4.5% | -0.8 | -0.1% |
| 32 | COCCn1c(SCC(=O)N2CCCc3ccccc32)nc2cccnc21 | -7.3% | 0.0%[57.4 µM] | 1.8% | -2.1 | -0.4% | -1.1 | -2.1% | 3.4 | -1.0% |
| 33 | CN(C)CCCNC(=O)c1cc2sc3ccccc3c2s1 | 5.3% | -8.2% | 7.1% | -0.9 | 3.5% | 8.0 | 0.6% | -5.1 | 16.7% |
| 34 | CC[n+]1cc(-c2ccccc2)nc(N2CCOCC2)n1 | -34.2% | ? | 4.1% | 0.7 | 1.4% | -2.9 | -2.6% | 5.0 | · |
| 35 | CSCc1ccc(C(=O)N2CCCC(Nc3ccc4c(c3)OCCO4)C2)o1 (centres undefined) | -14.5% | -12.4% | -7.3% | 0.0 | -7.2% | -4.7 | -1.3% | 4.3 | 11.2% |
| 36 | CN1CCN(c2nc3c(c(=O)[nH]c(=O)n3C)n2Cc2ccccc2)CC1 | -13.5% | 0.0% | -1.1% | 0.4 | -2.6% | 0.1 | 0.8% | -0.8 | 10.7% |
| 37 | O=C(c1cc2nc(-c3ccc(F)cc3)cc(C(F)(F)F)n2n1)N1CCCCC1c1cccnc1 (centres undefined) | 0.1% | 7.9% | -37.2% | -1.2 | -1.8% | -9.5 | -7.3% | -6.1 | 16.5% |
| 38 | COC(=O)Cc1ccc(NC(=S)NCCO)cc1 | -6.3% | 2.1% | 6.8% | -1.2 | 0.6% | 6.6 | 0.1% | -3.2 | 20.1% |
| 39 | COc1cc(C(=O)OCCCOC(=O)c2cc(OC)c(OC)c(OC)c2)cc(OC)c1OC | -1.4% | ? | -18.1% | -1.4 | -7.0% | -5.7 | -1.4% | -3.5 | 7.4% |
| 40 | O=C(CN(Cc1ccccc1)S(=O)(=O)c1ccccc1)N/N=C/c1ccc2c(c1)OCO2 | -10.9% | 5.8% | -18.7% | -0.6 | -1.0% | 5.9 | -6.6% | -1.5 | · |
| 41 | CCOC(=O)C1CCN(c2c(N3CCN(Cc4ccccc4)CC3)c(=O)c2=O)CC1 | 24.4% | 7.5% | -9.7% | 0.1 | 3.7% | 9.1 | -3.5% | -6.5 | -3.9% |
| 42 | O=C(CCCSc1nc2ccccc2[nH]1)NCc1ccco1 | -8.8%[56.9 µM] | ? | 4.1% | 0.1 | -1.8% | -34.1 | -3.1% | -5.4 | -6.6% |

Screens from PubChem.
